TWEAK-Fn14 inh: inhibitors of TWEAK-Fn14 signaling, primary screen, luciferase reporter cells, uHTS | TWEAK-stimulated Fn14 reporter cells, luciferase luminescence, 8 h | inhibition, % at 10 µM | 2% of 360,000 active | AID 1159606, 2016; in the data active = inhibition above about 50%
ABHD5-PLIN5 inh: ABHD5-PLIN5 interaction inhibitors, primary screen, cell lysate, split luciferase complementation, luminescence | Perilipin-5 (Homo sapiens) + 1-acylglycerol-3-phosphate O-acyltransferase ABHD5 (Homo … | Split G. princeps luciferase complementation, 4 h | inhibition, % at 4 µM | 0.78% of 360,000 active | AID 602281, 2012;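 active = inhibition above the mean inhibition across every tested compound plus 3 SD, cut at about 22% in these data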;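 note: 0% = DMSO only wells and the 100% control is not disclosed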
NR5A2 inv ag: LRH-1 (NR5A2) inverse agonists, primary screen, cell-based, luminescence, HEK293T, StAR-luciferase reporter | LRH-1 transfected, 24 h | inhibition, % at 3.6 µM | 0.13% of 360,000 active | AID 602396, 2012;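 active = inhibition above the mean inhibition of all tested compounds plus 3 SD, cut at about 73% in these data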;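 note: 0% = DMSO wells and 100% = reporter-only cells lacking LRH-1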
NOD2 RIPK2 PPI: NOD2-RIPK2 binding disruptors in cells, primary screen, fluorescence, CHO cells, BLA complementation. 0.38% of 360,000 active. inhibition, % at 4.98 µM. AID 624267, 2012. Receptor-interacting serine/threonine-protein kinase 2 (Homo sapiens), O43353. CCF4 ratio; in the data active = inhibition above about 21%;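 note: 0% = vehicle only and 100% = reference blocker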
Target sequence (O43353 whole entry, looked up): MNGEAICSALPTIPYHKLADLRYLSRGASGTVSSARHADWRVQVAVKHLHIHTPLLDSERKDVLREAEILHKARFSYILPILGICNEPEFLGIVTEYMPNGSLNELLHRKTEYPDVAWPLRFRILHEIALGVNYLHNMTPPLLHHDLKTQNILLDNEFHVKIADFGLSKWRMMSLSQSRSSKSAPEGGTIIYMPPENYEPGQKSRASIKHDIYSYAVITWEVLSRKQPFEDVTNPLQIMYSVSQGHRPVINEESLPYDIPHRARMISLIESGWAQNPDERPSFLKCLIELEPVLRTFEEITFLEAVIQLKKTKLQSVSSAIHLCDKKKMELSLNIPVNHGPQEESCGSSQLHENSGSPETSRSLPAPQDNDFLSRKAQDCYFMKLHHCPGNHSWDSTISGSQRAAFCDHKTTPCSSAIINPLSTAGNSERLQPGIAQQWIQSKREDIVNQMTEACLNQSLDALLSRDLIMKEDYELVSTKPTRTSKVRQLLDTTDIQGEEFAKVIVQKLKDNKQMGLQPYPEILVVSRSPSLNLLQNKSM
SRC2 inh: inhibition of GAL4-SRC2 driven luciferase reporter, primary screen, SRC2 inhibitor project, cell-based, luminescence; Nuclear receptor coactivator 2 (Homo sapiens), Q15596; HEK293 GAL4-SRC2 luciferase reporter; inhibition, % at 9 µM; 0.17% of 370,000 active;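 active = inhibition above the mean inhibition of all tested compounds plus 3 SD, set per campaign, cut at about 52% in these data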;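 note: 0% = DMSO treated cells and 100% = cells given Gossypol at 36 µM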
COUP-TFII inh: NR2F2 transcriptional activity inhibitors, primary screen, cell-based, luciferase reporter, HEK293T, luminescence | COUP transcription factor 2 (Homo sapiens), P24468 | HEK293T NGFI-A luciferase reporter | inhibition, % at 8.6 µM | 0.7% of 370,000 active | AID 686940, 2013;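 active = inhibition above a per-plate cutoff, mean inhibition of test wells between control levels plus 3 SD, cut at about 38% in these data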;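 note: cells cotransfected with COUP-TFII expression vector driving the NGFI-A reporter; 0% = median of COUP-TF2 test wells and 100% = reporter-only cells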
Target sequence (P24468 whole entry, looked up): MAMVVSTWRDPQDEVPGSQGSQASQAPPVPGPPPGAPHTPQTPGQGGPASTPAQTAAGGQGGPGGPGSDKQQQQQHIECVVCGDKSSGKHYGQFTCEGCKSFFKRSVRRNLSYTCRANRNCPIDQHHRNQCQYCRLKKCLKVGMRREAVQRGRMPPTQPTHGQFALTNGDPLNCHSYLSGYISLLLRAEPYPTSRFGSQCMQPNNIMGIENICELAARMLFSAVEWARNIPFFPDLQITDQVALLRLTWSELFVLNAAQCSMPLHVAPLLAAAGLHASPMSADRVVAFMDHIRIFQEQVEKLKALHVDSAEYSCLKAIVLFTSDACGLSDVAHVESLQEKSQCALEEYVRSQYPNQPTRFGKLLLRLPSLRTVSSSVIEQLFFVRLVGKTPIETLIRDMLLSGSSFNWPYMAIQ
NCOA3 inh: SRC3 coactivator transcriptional activity inhibitors, primary screen, cell-based, luminescence. Nuclear receptor coactivator 3 (Homo sapiens), Q9Y6Q9. HEK293 GAL4-SRC3 luciferase reporter. inhibition, % at 3.6 µM. 0.17% of 360,000 active. AID 588352, 2011;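 active = inhibition above a per-campaign cutoff, the mean of all compounds plus 3 SD, cut at about 60% in these data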;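 note: 0% = DMSO-treated cells and 100% = gossypol-treated cells at 36 µM; higher means less SRC3-driven luciferase light from the GAL4 reporter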
Granule exo inh: LAMP-1 surface exposure blockers, TALL-104 cells – cell-based, flow cytometry, MLPCN library, primary screen; TALL-104 LAMP-1 surface exposure; cells stimulated with thapsigargin and PMA; inhibition, % at 10 µM; 0.66% of 360,000 active;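 active = inhibition above about 55%, limit read from the data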
TLR9-MyD88 inh: inhibitors of TLR9-MyD88 association in cells, primary screen, cell-based, CHO, BLA complementation, fluorescence; inhibition, % at 4.98 µM; 0.21% of 340,000 active; CCF4 FRET ratio;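 active = inhibition above the mean over all tested compounds plus 3 SD, cut at about 21% in these data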;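 note: 0% = DMSO only wells and 100% = clavulanate BLA inhibitor control wells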
TROY signal inh: inhibitors of TROY-driven NF-kB signaling, primary screen, Q293 LMP1-TROYcd cells, NF-kB luciferase, uHTS; 0.98% of 360,000 active; inhibition, % at 10 µM; Q293 LMP1-TROYcd NF-kB luciferase reporter, 4 h;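 active = compounds whose plate-normalised and pattern-corrected inhibition of the luciferase reporter signal at the single screening dose is 50% or more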
NCOA1 inh: SRC1 coactivator transcriptional activity inhibitors, primary screen, cell-based, luminescence | Nuclear receptor coactivator 1 (Homo sapiens), Q15788 | HEK293 GAL4-SRC1 luciferase reporter | inhibition, % at 3.6 µM | 0.12% of 360,000 active | AID 588354, 2011;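 active = inhibition above the campaign mean plus 3 SD, with each screening campaign given its own cutoff, cut at about 60% in these data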;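 note: 0% = DMSO treated cells and 100% = gossypol at 36 µM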
Starred values were filed as active, the others as inactive. Only part of the results is shown; count on the stated rates, not on these rows.

`CCOc1ccc(-n2c(SCC(=O)Nc3ccccc3C)n[nH]c2=O)cc1` gave TWEAK-Fn14 inh -8, ABHD5-PLIN5 inh -3, NR5A2 inv ag 13, NOD2 RIPK2 PPI 5, SRC2 inh 5, COUP-TFII inh 8, NCOA3 inh 14, Granule exo inh -2, TLR9-MyD88 inh -9, TROY signal inh -18 and NCOA1 inh 5.
For COc1ccccc1NC(=O)CCC(=O)c1ccc(-c2ccccc2)cc1 the results were TWEAK-Fn14 inh 3, ABHD5-PLIN5 inh 9, NR5A2 inv ag -12, NOD2 RIPK2 PPI -14, SRC2 inh -4, COUP-TFII inh -7, NCOA3 inh 8, Granule exo inh -4, TLR9-MyD88 inh -2, TROY signal inh -12 and NCOA1 inh 0.
For Cc1cc(NC(=O)c2ccc([N+](=O)[O-])cc2)no1 the results were TWEAK-Fn14 inh 16, ABHD5-PLIN5 inh 7, NR5A2 inv ag -1, NOD2 RIPK2 PPI -3, SRC2 inh 23, COUP-TFII inh -6, NCOA3 inh -11, Granule exo inh -5, TLR9-MyD88 inh -12, TROY signal inh 3 and NCOA1 inh -22.
`O=C(C=Cc1ccc2c(c1)OCO2)C=Cc1ccc2c(c1)OCO2` gave TWEAK-Fn14 inh -75, ABHD5-PLIN5 inh 2, NR5A2 inv ag -19, NOD2 RIPK2 PPI 2, SRC2 inh -25, COUP-TFII inh -21, NCOA3 inh -38, Granule exo inh -1, TLR9-MyD88 inh -4, TROY signal inh -25 and NCOA1 inh -61.
Screening CCOC(=O)C1=C(C)NC(=S)N(C(C)=O)C1c1ccc(Cl)cc1 (stereo not given) returned TWEAK-Fn14 inh 21, ABHD5-PLIN5 inh -4, NR5A2 inv ag 17, NOD2 RIPK2 PPI -10, SRC2 inh -9, COUP-TFII inh 14, NCOA3 inh 13, Granule exo inh -5, TLR9-MyD88 inh 4, TROY signal inh 22 and NCOA1 inh 2.
Screening CC(=NNC(=O)c1cccc(S(=O)(=O)N2CCCC2)c1)c1ccccc1 returned TWEAK-Fn14 inh 14, ABHD5-PLIN5 inh 0, NR5A2 inv ag -10, NOD2 RIPK2 PPI 2, SRC2 inh -46, COUP-TFII inh -4, NCOA3 inh 4, Granule exo inh 5, TLR9-MyD88 inh -7, TROY signal inh 3 and NCOA1 inh -3.
CCOC(=O)/C(C#N)=C\c1c(C)cc(C)c(COC(C)=O)c1C was read as TWEAK-Fn14 inh 8, ABHD5-PLIN5 inh -2, NR5A2 inv ag 6, NOD2 RIPK2 PPI 0, SRC2 inh -8, COUP-TFII inh 0, NCOA3 inh -7, Granule exo inh 1, TLR9-MyD88 inh 8, TROY signal inh -28 and NCOA1 inh -12.
O=C(COc1ccc([N+](=O)[O-])cc1)NNC(=O)C1COc2ccccc2O1 (stereo not given) was read as TWEAK-Fn14 inh 11, ABHD5-PLIN5 inh 3, NR5A2 inv ag -11, NOD2 RIPK2 PPI -9, SRC2 inh -51, COUP-TFII inh 7, NCOA3 inh -48, Granule exo inh -3, TLR9-MyD88 inh -8, TROY signal inh 2 and NCOA1 inh 3.
COc1ccc(-n2c(=O)cc(N3CCN(Cc4ccccc4)CC3)[nH]c2=O)cc1 was read as TWEAK-Fn14 inh 7, ABHD5-PLIN5 inh 1, NR5A2 inv ag -9, NOD2 RIPK2 PPI -7, SRC2 inh -10, COUP-TFII inh 7, NCOA3 inh 2, Granule exo inh 8, TLR9-MyD88 inh -13, TROY signal inh 7 and NCOA1 inh -1.
For COc1ccc(CCC(=O)OCC(=O)Nc2sccc2C(N)=O)cc1OC the results were TWEAK-Fn14 inh 17, ABHD5-PLIN5 inh -9, NR5A2 inv ag 11, NOD2 RIPK2 PPI 8, SRC2 inh 6, COUP-TFII inh 9, NCOA3 inh -4, Granule exo inh 27, TLR9-MyD88 inh -10, TROY signal inh 20 and NCOA1 inh -28.
`CCN(c1ccc(OC)cc1)S(=O)(=O)c1nnc(NC(=O)COc2ccc(F)cc2)s1` gave TWEAK-Fn14 inh 7, ABHD5-PLIN5 inh -2, NR5A2 inv ag 2, NOD2 RIPK2 PPI -5, SRC2 inh 8, COUP-TFII inh 3, NCOA3 inh 9, Granule exo inh 0, TLR9-MyD88 inh -4, TROY signal inh -4 and NCOA1 inh -38.
For Clc1cccc(-c2ccc(C=Nc3ccc(N4CCOCC4)cc3)o2)c1Cl the results were TWEAK-Fn14 inh -1, ABHD5-PLIN5 inh -6, NR5A2 inv ag -4, NOD2 RIPK2 PPI -2, SRC2 inh 3, COUP-TFII inh 6, NCOA3 inh 7, Granule exo inh 9, TLR9-MyD88 inh -10, TROY signal inh 3 and NCOA1 inh 6.
COc1ccc(CC(=O)OCC(=O)Nc2cccc(C(C)=O)c2)cc1OC was read as TWEAK-Fn14 inh 0, ABHD5-PLIN5 inh 1, NR5A2 inv ag -16, NOD2 RIPK2 PPI 5, SRC2 inh -5, COUP-TFII inh 15, NCOA3 inh 1, Granule exo inh -10, TLR9-MyD88 inh -3, TROY signal inh -16 and NCOA1 inh -27.
Screening Cc1ccccc1CC1(CO)CCCN(C(=O)c2cccc(Cl)c2)C1 (stereo not given) returned TWEAK-Fn14 inh -23, ABHD5-PLIN5 inh 5, NR5A2 inv ag -10, NOD2 RIPK2 PPI 0, SRC2 inh 6, COUP-TFII inh -12, NCOA3 inh 12, Granule exo inh -1, TLR9-MyD88 inh 1, TROY signal inh -14 and NCOA1 inh 2.
Screening COCCNC(=O)C1(C)CCN(C(=O)/C=C/c2ccccc2)C1 (stereo not given) returned TWEAK-Fn14 inh 16, ABHD5-PLIN5 inh 12, NR5A2 inv ag 3, NOD2 RIPK2 PPI -2, SRC2 inh -11, COUP-TFII inh 4, NCOA3 inh -21, Granule exo inh 1, TROY signal inh 4 and NCOA1 inh 2.
For Cc1ccc(CNC(=O)c2cc3cc(Br)ccc3oc2=N)cc1 the results were TWEAK-Fn14 inh 6, ABHD5-PLIN5 inh 7, NR5A2 inv ag 8, NOD2 RIPK2 PPI -4, SRC2 inh -4, COUP-TFII inh 9, NCOA3 inh 6, Granule exo inh 1, TLR9-MyD88 inh 1, TROY signal inh -5 and NCOA1 inh 3.
Screening Cc1c(C(=O)Nc2ccc(F)cc2)c2ccccn2c1CCc1ccncc1 returned TWEAK-Fn14 inh 6, ABHD5-PLIN5 inh 8, NR5A2 inv ag -21, NOD2 RIPK2 PPI -7, SRC2 inh -3, COUP-TFII inh 7, NCOA3 inh -12, Granule exo inh -3, TLR9-MyD88 inh -2, TROY signal inh -10 and NCOA1 inh -14.
c1csc(-c2nc(-c3ccc(-c4ccon4)s3)no2)c1 was read as TWEAK-Fn14 inh 14, ABHD5-PLIN5 inh -8, NR5A2 inv ag -179, NOD2 RIPK2 PPI 0, SRC2 inh -48, COUP-TFII inh -41, NCOA3 inh -61, Granule exo inh 2, TLR9-MyD88 inh -1, TROY signal inh -18 and NCOA1 inh -142.
Screening Cc1cc(Cl)ccc1NC(=O)CN(C)C1=NS(=O)(=O)c2ccccc21 returned TWEAK-Fn14 inh -7, ABHD5-PLIN5 inh 3, NR5A2 inv ag 2, NOD2 RIPK2 PPI -6, SRC2 inh 1, COUP-TFII inh 2, NCOA3 inh 13, Granule exo inh 0, TLR9-MyD88 inh 4, TROY signal inh -15 and NCOA1 inh -9.
CC1CCN(C(=O)C(C)c2ccc([N+](=O)[O-])cc2)CC1 (stereo not given) was read as TWEAK-Fn14 inh -7, ABHD5-PLIN5 inh 1, NR5A2 inv ag 18, NOD2 RIPK2 PPI 4, SRC2 inh -1, COUP-TFII inh -5, NCOA3 inh 10, Granule exo inh 1, TLR9-MyD88 inh 4, TROY signal inh 10 and NCOA1 inh -8.
Screening O=C(CN1CCC(NC(=O)c2ccco2)CC1)Nc1cccc2ccccc12 returned TWEAK-Fn14 inh -18, ABHD5-PLIN5 inh -10, NR5A2 inv ag -12, NOD2 RIPK2 PPI -1, SRC2 inh -2, COUP-TFII inh 18, NCOA3 inh -23, Granule exo inh 0, TLR9-MyD88 inh -2, TROY signal inh 27 and NCOA1 inh 4.
Nc1n[nH]c(N)c1N=Nc1cccc(C(F)(F)F)c1 was read as TWEAK-Fn14 inh 30, ABHD5-PLIN5 inh -1, NR5A2 inv ag -16, NOD2 RIPK2 PPI -9, SRC2 inh -36, COUP-TFII inh -2, NCOA3 inh -22, Granule exo inh 18, TLR9-MyD88 inh 5, TROY signal inh 6 and NCOA1 inh -2.
COc1cc(OC)c(C(=O)Nc2ccc(N(C)C)cc2)cc1OC was read as TWEAK-Fn14 inh -18, ABHD5-PLIN5 inh -5, NR5A2 inv ag -71, NOD2 RIPK2 PPI 1, SRC2 inh -13, COUP-TFII inh 5, NCOA3 inh -23, Granule exo inh -2, TLR9-MyD88 inh 1, TROY signal inh -70 and NCOA1 inh -49.
Screening CCOc1ccccc1N1CN(Cc2ccccc2)CNC1=S returned TWEAK-Fn14 inh 6, ABHD5-PLIN5 inh -7, NR5A2 inv ag 14, NOD2 RIPK2 PPI 1, SRC2 inh 4, COUP-TFII inh 7, NCOA3 inh 14, Granule exo inh -3, TROY signal inh 6 and NCOA1 inh 10.
For C=CCn1c(SCC(=O)Nc2ccccc2F)nnc1C(C)NC(=O)c1ccccc1F (stereo not given) the results were TWEAK-Fn14 inh 10, ABHD5-PLIN5 inh -3, NR5A2 inv ag 5, NOD2 RIPK2 PPI 8, SRC2 inh -8, COUP-TFII inh -3, NCOA3 inh 11, Granule exo inh 7, TLR9-MyD88 inh -11, TROY signal inh 23 and NCOA1 inh -54.
`Cc1ccc(-c2cn3cccnc3n2)cc1NC(=O)c1cccs1` gave TWEAK-Fn14 inh -60, ABHD5-PLIN5 inh -3, NR5A2 inv ag 12, NOD2 RIPK2 PPI -8, SRC2 inh 2, COUP-TFII inh -8, NCOA3 inh 10, Granule exo inh 6, TLR9-MyD88 inh -7, TROY signal inh 4 and NCOA1 inh -29.
Screening O=C(O)c1ccccc1C(=O)NCCc1c(C(=O)O)[nH]c2ccc(F)cc12 returned TWEAK-Fn14 inh 13, ABHD5-PLIN5 inh -5, NR5A2 inv ag -3, NOD2 RIPK2 PPI 3, SRC2 inh -11, COUP-TFII inh -4, NCOA3 inh 9, Granule exo inh -1, TLR9-MyD88 inh 3, TROY signal inh -18 and NCOA1 inh 5.

Screening results (PubChem BioAssay)
